Assay outcomes (PubChem BioAssay)
TDP1 block – blocks human tyrosyl-DNA phosphodiesterase 1; Q9NUW8; AID 485290; recombinant TDP1, AlphaScreen DNA substrate cleavage; actives 0.28% (n = 350,000); Potency, µM (highest dose often 130 µM), for the others: top-dose activity change, negative = inhibition, most hits filed as inhibitors; further: nearly all actives have a fitted effect of over 40% in size
Target sequence (Q9NUW8 whole entry, looked up): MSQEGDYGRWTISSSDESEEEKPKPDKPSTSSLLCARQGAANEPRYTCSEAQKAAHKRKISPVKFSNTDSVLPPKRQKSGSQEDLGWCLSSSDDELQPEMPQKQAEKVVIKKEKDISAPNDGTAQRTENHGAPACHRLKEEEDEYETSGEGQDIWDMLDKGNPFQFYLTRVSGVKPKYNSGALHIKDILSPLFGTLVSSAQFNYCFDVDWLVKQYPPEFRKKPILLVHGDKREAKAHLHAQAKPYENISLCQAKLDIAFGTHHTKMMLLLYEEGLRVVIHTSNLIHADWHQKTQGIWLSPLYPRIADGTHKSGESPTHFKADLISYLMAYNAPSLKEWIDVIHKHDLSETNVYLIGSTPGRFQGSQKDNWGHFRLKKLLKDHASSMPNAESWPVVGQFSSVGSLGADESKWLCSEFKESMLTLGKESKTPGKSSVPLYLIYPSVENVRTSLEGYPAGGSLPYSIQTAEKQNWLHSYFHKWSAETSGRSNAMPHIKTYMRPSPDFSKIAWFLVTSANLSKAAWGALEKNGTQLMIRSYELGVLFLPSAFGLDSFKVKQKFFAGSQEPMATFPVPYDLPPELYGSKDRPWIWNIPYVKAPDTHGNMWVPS
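Recombinant human Tdp1 (E. coli-expressed, 1 nM final) preincubated with compounds 15 min at room temperature, then 5'-biotin/3'-phosphotyrosine-FITC DNA substrate (15 nM final) added for 5 min. AlphaScreen beads (10 ug/ml final) added 10 min; cleavage lowers signal.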
N370S GC mod – N370S glucocerebrosidase modulation, Gaucher chaperone candidate; actives 0.092% (n = 330,000); AID 2101; Potency, µM (top dose mostly 59.4 µM), inactives show top-dose activity change, negative = inhibition, hits mostly inhibitors; N370S GC spleen homogenate, 4MU-glucoside fluorescence;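 further: 0% = full enzyme activity and -100% = no enzyme basal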
TDP1 cell noCPT – qHTS for Inhibitors of human tyrosyl-DNA phosphodiesterase 1 (TDP1): qHTS in cells in absence of CPT | Potency, µM (highest dose often 46.2 µM), inactives show top-dose activity change, negative = growth inhibition, hits mostly inhibitors | AID 686978, 2013 | DT40 Tdp1-/- hTDP1 cells, no CPT, ATP luminescence, 48 h | actives 15% (n = 420,000); further: nearly all actives have a fitted effect of over 55% in size
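Chicken DT40 Tdp1-/- cells complemented with human TDP1, screened without camptothecin (DMSO vehicle only), 400 cells/well. Compounds pin-transferred, cells incubated at 37 °C for at least 48 hr. Growth read as ATP-dependent luminescence (CellTiter-Glo, 30 min at RT).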
Active calls of the source: *; ? = inconclusive; · = no result given; & = joins results of further samples; [ ] = another dose, or the depositor's remark. The call rests on the fitted dose curve; in most records, active means well fitted curve in the direction sought with a large enough effect; inconclusive means small, poorly fitted or top-dose-only effect, or another doubt; inactive means no such curve, though single readings can be large; an effect the other way counts as inactive or inconclusive. Unless noted, on the % scale 0 is the no-effect control and ±100 the full control effect; potency means the concentration at half of the fitted maximal effect. An excerpt; rates above refer to the full screens.

Results follow in this order: TDP1 block	N370S GC mod	TDP1 cell noCPT
O=C(NCc1ccccc1Cl)c1ccc2nnsc2c1
 : -5.1%	4.1%	?
COc1ccc(NC(=O)N2CC[C@@]3(CCCN(C(=O)c4ccncc4)C3)C2)cc1
 : ·	22.2%	1.1%
CN(CC(=O)Nc1ccccc1C(=O)N1CCCC1)S(=O)(=O)c1ccc(Cl)cc1
 : 1.5%	11.1%	0.6%
Cc1ccc(Cn2c(=O)c3c(ncn3C)n(C)c2=O)cc1
 : 5.2%	1.8%	-5.7%
S=C(c1ccc(-c2ccccc2)o1)N1CCCCC1
 : -2.7%	25.7%	?
COc1ccc(Cl)cc1S(=O)(=O)N1CCC(C(=O)NCC2CCCO2)CC1 (stereo not given)
 : 4.4%	2.5%	1.5%
CCCOc1ccc(/C=N/Nc2ccccn2)cc1OC
 : 6.3%	-25.3%	-28.3%
CCCCN(C)C(=O)C1CCC(CNS(=O)(=O)c2ccc3c(c2)CC(C)N3C(=O)C2CC2)CC1 (stereo not given)
 : 2.7%	?	23.1µM*
O=C(c1cc(COc2c(F)cccc2F)on1)N1CCC(c2ccccc2Cl)C1 (stereo not given)
 : 0.0%	10.4%	-17.7%
CCOC(=O)C1=C(C)Nc2nc(C)nn2C1c1ccc(OCC)c(OC)c1 (stereo not given)
 : ·	-0.4%	4.6%
CC(C(=O)O)n1cnc2sc3c(c2c1=O)CCCC3 (stereo not given)
 : 3.5%	-6.2%	7.1%
CCOc1ccc(Nc2oc(/C=C/c3cccc(OC)c3)nc2C#N)cc1
 : 2.3%	·	23.1µM*
O=S(=O)(NCC(c1cccs1)N1CCc2ccccc2C1)c1ccccc1 (stereo not given)
 : 0.6%	-16.2%	-15.5%
O=C(O)C1C2C=CC(C2)C1C(=O)NCc1ccccn1 (stereo not given)
 : -4.2%	0.9%	·
Cc1c(NC(=O)COC(=O)CSc2ccc([N+](=O)[O-])cc2)c(=O)n(-c2ccccc2)n1C
 : 1.0%	·	-1.5%
CCC(=O)N1c2ccccc2CC1C(=O)NCCc1ccc(SC)cc1 (stereo not given)
 : 8.8%	·	?
COc1cc2[nH]c(Cl)c([N+](=O)[O-])c2cc1OC
 : ·	-5.8%	20.6µM*
O=C(O)CCC(=O)NNC(=O)CCCOc1ccc(Cl)cc1Cl
 : -2.2%	12.2%	1.2%
CCN(C(=O)c1cccs1)c1nnc(-c2ccncc2)s1
 : 7.8%	-20.8%	?
COc1ccccc1NC(=O)CSc1oc(-c2ccccc2)nc1S(=O)(=O)c1ccccc1
 : 2.9%	·	16.4µM*
COC(=O)/C=C1\SC(N)=NC1=O
 : -2.5%	27.2%	1.7%
O=C(Nc1ccc(Cl)cc1)NC1(C(=O)NCCCN2CCOCC2)CCCCC1
 : 9.5%	-2.7%	-29.6%
COC(=O)CSc1nc2c(c(=O)n(C)c(=O)n2C)n1CCC(C)C
 : 8.4%	9.0%	-7.5%
CC(=O)c1c(O)c(C)c(-c2ccccc2)n(-c2ccccc2)c1=O
 : 4.4%	-10.5%	?
Cc1ccc(C)c(NC(=S)NNC(=O)c2sccc2C)c1
 : 7.4%	6.3%	-11.3%
COc1ccc(NC(=O)CN2C(=O)C(C)Oc3ccc(C)cc32)cc1 (stereo not given)
 : ·	-2.8%	-7.2%
CCCc1ccc2oc(C(=O)NCc3nnc(C)o3)c(C)c2c1
 : 4.8%	1.2%	-1.4%
CCCCN(CCCC)CC(O)Cn1c2ccccc2c(=O)c2ccccc21 (stereo not given)
 : 0.0%	-14.1%	?
CCCN(CCC)C(=O)CC(c1ccccc1)C1CCOC(C)(C)C1 (stereo not given)
 : -2.7%	-0.9%	23.1µM*
O=S(=O)(c1ccc(Br)cc1)c1nnn2c1nc(NC1CCCCCC1)c1sccc12
 : 5.1%	·	-5.4%

Further structures.
Results follow in this order: TDP1 block	N370S GC mod	TDP1 cell noCPT
CS(=O)(=O)N1CCN(C(=O)Cc2ccccc2Cl)CC1
 : 0.0%	6.3%	-4.0%
Cc1cccc(NC(=O)Nc2nnc(-c3ccccc3)o2)c1
 : 2.6%	-18.0%	?
Cc1nn(-c2ccccn2)c2c1-c1nc(N3CCOCC3)ncc1CC2
 : -10.4%	10.2%	23.1µM*
CCc1ccc(OCC(=O)Nc2c(C(=O)c3ccc(Br)cc3)oc3ccccc23)cc1
 : 1.1%	·	5.9%
COc1ccc(NC(=O)c2cccn(CC=C(C)C)c2=O)cc1
 : 2.9%	14.3%	-27.5%
COCCNC(=S)N/N=C(\C)c1ccccc1F
 : 4.2%	3.4%	?
CC(=O)C1=C(C)NC(SCC(N)=O)=C(C#N)C1C (stereo not given)
 : 4.9%	16.5%	-19.5%
COC(=O)c1[nH]c2ccc(C)cc2c1NS(=O)(=O)c1ccc(F)cc1
 : 6.6%	-36.3%	?
Cc1ccc(NC(=O)c2cc(=O)n(Cc3ccccc3)c(=O)[nH]2)cc1C
 : 2.5%	2.9%	?
COc1ccc(OC)c(C2=Nn3c(nnc3-c3cccc(OC(C)C)c3)SC2)c1
 : 2.1%	4.6%	11.6µM*
OCCCc1nc2n(n1)C(c1ccccc1)C=C(c1ccc(F)cc1)N2 (stereo not given)
 : -7.3%	7.4%	-11.1%
Cc1ccc(C(=O)NC(=O)CSc2nnc(C)s2)cc1
 : 2.5%	1.1%	17.0%
Cn1c(=O)c2c(nc(Oc3ccc4ccccc4c3)n2C)n(C)c1=O
 : -5.9%	·	?
O=C(O)c1cccc(S(=O)(=O)N2CCC(Cc3ccccc3)CC2)c1
 : ·	-1.7%	8.7%
O=c1cc(CSc2ccccc2)[nH]c2ccc(F)cc12
 : 0.0%	·	16.4µM*
Cc1ccc(C2(CCNCc3ccc(N(C)C)cc3)CCOC(C(C)C)C2)cc1 (stereo not given)
 : 5.5%	-5.3%	-109.4%
CCCCCCCNC(=O)C1(CC2CC(c3cccc(Br)c3)=NO2)CCN(C(=O)c2ccccc2)CC1 (stereo not given)
 : 1.3%	-4.3%	?
CCOC(=O)N1CCN(C(=O)c2ccc3c(c2)N(Cc2ccccc2F)C(=O)c2ccccc2S3=O)CC1 (stereo not given)
 : 3.5%	·	?
COc1cc(/C=C2\C(=O)NN(c3ccc(C)cc3)C2=O)cc([N+](=O)[O-])c1O
 : -3.7%	5.9%	-20.6%
CCc1nnc(NS(=O)(=O)c2ccc(NC(=O)c3ccco3)cc2)s1
 : 5.4%	6.5%	-1.4%
Cc1ccc(CC(=O)Nc2ccc3c(c2)N(C)C(=O)c2ccccc2S3)cc1
 : -4.4%	·	?
O=C(CCNC(=O)c1ccco1)NCCN1C(=O)S/C(=C\c2ccc(F)cc2)C1=O
 : 0.2%	·	?
O=C(NC1CCC(O)CC1)c1cc(-c2ccco2)nc2ccccc12 (stereo not given)
 : ·	10.4%	-28.4%
Cn1cccc2[nH]c(=O)nc1-2
 : 0.0%	2.3%	1.8%
O=C(Cn1c(SCc2ccc(F)cc2)nc2cccnc21)Nc1ccccc1F
 : 7.5%	·	25.9µM*
CCOC(=O)Cn1nnnc1C(CC)N(Cc1ccccc1)Cc1cc2cc(C)ccc2[nH]c1=O (stereo not given)
 : -2.3%	1.8%	-29.1%
Nc1nnc(CC(=O)N/N=C/c2ccc(-c3ccccc3Cl)o2)s1
 : 5.3%	-4.0%	11.7%
CC(=O)NCCNC(=O)c1oc2ccccc2c1CSc1ncn[nH]1
 : 2.5%	6.1%	10.4%
Cc1cc2ncn(C(=O)c3c(-c4ccccc4)noc3C)c2cc1C
 : 2.2%	?	-16.2%
O=C(c1ccccc1Sc1ccc([N+](=O)[O-])cc1Cl)N1CCOCC1
 : 0.0%	-4.0%	?

3 entries from above, with bars between the fields:
SMILES | TDP1 block | N370S GC mod | TDP1 cell noCPT
Cc1ccc(C(=O)NC(=O)CSc2nnc(C)s2)cc1 | 2.5% | 1.1% | 17.0%
Cn1c(=O)c2c(nc(Oc3ccc4ccccc4c3)n2C)n(C)c1=O | -5.9% | · | ?
O=C(O)c1cccc(S(=O)(=O)N2CCC(Cc3ccccc3)CC2)c1 | · | -1.7% | 8.7%

(cont.)
Results follow in this order: TDP1 block	N370S GC mod	TDP1 cell noCPT
Cc1cccc(OCc2ccc(-c3nc(C#N)c(N4CCC(C(N)=O)CC4)o3)o2)c1
 : 10.9%	·	?
COc1ccc2occ(C(=O)c3ccccc3)c2c1
 : -5.5%	6.1%	-12.4%
CCOC(=O)N1CCN(C(=O)CN2C(=O)CC(C)(C)S(=O)(=O)c3ccccc32)CC1
 : 3.0%	5.9%	0.1%
O=C(COC(=O)c1ccc([N+](=O)[O-])s1)Nc1ccccc1
 : 7.1%	-11.9%	-12.4%
COCCn1nnnc1C(c1ccccc1OC)N1CCN(C(=O)c2ccco2)CC1 (stereo not given)
 : -5.7%	-8.5%	-8.1%
CCOC(=O)c1ccc(NC(=O)C2CCN(S(=O)(=O)CC)CC2)cc1
 : 2.2%	4.0%	-28.5%
CC(=O)Nc1cc(C(=O)OCC(=O)c2ccc(C)cc2)ccc1C
 : -0.6%	19.5%	-15.9%
Cc1cccc(NC(=O)CC2Nc3cccc4cccc(c34)NC2=O)c1 (stereo not given)
 : 1.1%&2.0%	-11.3%	?
Cc1ccc(C2CN=NC23CCc2ccccc2C3=O)cc1 (stereo not given)
 : 1.8%	12.1%	25.9µM*
COc1cc(CC(=O)NCCc2ccc(OCc3ccccc3)cc2)c([N+](=O)[O-])cc1OC
 : 2.3%	?	?
c1ccc(-c2csc3ncnc(N4CCc5ccccc5C4)c23)cc1
 : -0.6%	-15.8%	16.4µM*
CCO[Si](CCCN)(OCC)OCC
 : 12.7%	-2.6%	·
CC(C)NC(=O)N(C)C[C@H]1Oc2c(NC(=O)C3CC3)cccc2C(=O)N([C@H](C)CO)C[C@@H]1C
 : 1.9%	·	0.2%
Cc1ccc(C(=O)C[n+]2ccc(-c3nnc4n3CCC4)cc2)cc1
 : 5.4%	-3.5%	-12.4%
COc1ccccc1-c1nnc(NC(=O)c2ccc(S(=O)(=O)N(C)C)cc2)o1
 : 7.0%	2.2%	23.1µM*
O=C(NC1CCN(Cc2ccccc2)C1)c1cc(S(=O)(=O)N2CCOCC2)ccc1Cl (stereo not given)
 : 1.3%[56.1 µM]	·	?
Cc1nn(Cc2ccccc2Cl)c(C)c1NC(=O)c1cc(C(C)C)on1
 : 4.5%	·	?
COc1ccc(CNS(=O)(=O)c2ccc3c(c2)CCN3C(=O)C2CC2)cc1
 : 3.5%	3.0%	?
Cc1ccc(C)c(NS(=O)(=O)c2cc(C(=O)N3CCCC3)ccc2Cl)c1
 : 2.6%	-4.3%	3.8%
CCc1ccc(-n2c(SCC(=O)NC(C)CC)nc3n[nH]c(C)c3c2=N)cc1 (stereo not given)
 : 0.0%	·	5.17µM*
COc1cccc(-c2nc3n(n2)C(c2cccs2)C(C(=O)Nc2cccnc2)=C(C)N3)c1 (stereo not given)
 : 8.7%	18.4%	?
COCCNc1nc(SC)nc2sc3c(c12)CCN(C)C3
 : ·	?	-3.4%
O=C(O)c1ccccc1SCC(=O)N1CCc2ccccc21
 : 2.6%	-0.4%	-34.4%
O=C1[C@H]2[C@@H](c3ccc(Cl)cc3)N3C(=O)N(c4cccc(Br)c4)C(=O)[C@@]3(Cc3ccc(Cl)cc3)[C@H]2C(=O)N1C1CCCCC1
 : ·	-10.0%	?
COC(=O)C1=CN(c2ccc(F)cc2)C=C(C(=O)OC)C1c1cccc([N+](=O)[O-])c1
 : ·	-4.7%	25.9µM*
CCCC(=O)Nc1cccc(C(=O)Nc2ccccc2OCC)c1
 : 1.2%	-0.5%	·
Cc1nc2sc(C(=O)O)c(N)c2c2c1COC(C)(C)C2
 : -8.3%	3.4%	1.4%
Cc1cc(NC(=O)CN2CCC(n3nnc4cc(C(F)(F)F)ccc43)CC2)no1
 : 4.2%	-11.0%	?
Cc1ccccc1CN(C)C(=O)COC(=O)CSc1ccc([N+](=O)[O-])cc1
 : 2.5%	-2.7%	-8.6%
Cc1nnc(SCCC(C)C)[nH]c1=O
 : -2.0%	-25.7%	-10.2%

By substructure: the compounds so far with a cyano group
Results follow in this order: TDP1 block	N370S GC mod	TDP1 cell noCPT
CCOc1ccc(Nc2oc(/C=C/c3cccc(OC)c3)nc2C#N)cc1
 : 2.3%	·	23.1µM*
CC(=O)C1=C(C)NC(SCC(N)=O)=C(C#N)C1C (stereo not given)
 : 4.9%	16.5%	-19.5%
Cc1cccc(OCc2ccc(-c3nc(C#N)c(N4CCC(C(N)=O)CC4)o3)o2)c1
 : 10.9%	·	?
